Screening data deposited in PubChem by National Center for Advancing Translational Sciences (NCATS).
GALK inh: blocks human galactokinase activity; P51570; Purified GALK, Kinase-Glo residual ATP luminescence; Potency, µM (titrated, usually from 57.5 µM), for inactives: at the top dose activity change, negative = inhibition, actives largely listed as inhibitors; 270,000 compounds, 0.007% hits; AID 1868; also: potency is read from the fitted curve at half-maximal effect; % is scaled to controls: 0 for no effect and ±100 for the full control effect
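Human GALK (5 nM) with 35 uM ATP and 100 uM galactose in 20 mM HEPES pH 8.0, 5 mM MgCl2, 60 mM NaCl, 1 mM DTT, 0.01% BSA. After 1 h at room temperature, leftover ATP was read by Kinase-Glo Plus luminescence.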
Coupling enz: inhibits coupling enzyme system, counter-screen for aldolase hits; coupling enzyme system counterscreen, AmpLite Red fluorescence; activity change, negative = inhibition, % at 58.2 µM, hits read low; 290,000 compounds, 0.67% hits; AID 2472; in the data active = activity change below about -30%; also: % is scaled to controls: 0 for no effect and ±100 for the full control effect
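Coupling enzymes only (glyceraldehyde-3-phosphate) + compound, at 57.5 uM final, 10 min RT; add substrate/coupling/AmpLite Red mix, 20 min RT; fluorescence ex 525/em 598 nm. Actives flag coupling-system interference.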
ASM inhibitor: blocks human secretory acid sphingomyelinase. placental ASM, HMU-PC fluorogenic substrate, 60 min. 340,000 compounds, 0.006% hits. P17405. Potency, µM (top dose mostly 57.5 µM), without a hit: at the highest dose activity change, negative = inhibition, hits mostly inhibitors. AID 504937; also: potency is read from the fitted curve at half-maximal effect
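Fluorogenic HMU-PC substrate (9 uM final) is turned over by placental ASM in 60 min at 37 C after a 10 min compound preincubation. Reaction ended by alkaline stop (pH 10), with fluorescence read at 386/447 nm.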
TRPV1 agonist: human TRPV1 agonism. Q8NER1. TRPV1-expressing cells, Fluo-8 calcium influx, agonist mode. activation, % at 8.33 µM. 320,000 compounds, 0.19% hits. AID 540275; in the data active = activation above about 80%; inconclusive = between about 30% and that limit; also: 0% is about no effect
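TRPV1-expressing cells were cultured overnight at 35.5C and loaded with Fluo-8 calcium dye for 40 to 90 min at room temperature. After a 10 s baseline, compound was added and calcium influx was read kinetically for 3 min (ex 480/em 520 nm).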
MBNL1 CUG block: inhibitors of human MBNL1 binding to CUG repeat RNA | Q9NR56 | TR-FRET MBNL1-His/biotin-(CUG)12 binding, 665/545 ratio | Potency, µM (series often up to 57.5 µM), for the others: at the top dose activity change, negative = inhibition, hits mostly inhibitors | 280,000 compounds, 0.036% hits | AID 2675; active = well fitted inhibition curve with a large enough effect in the signal ratio, with a control signal flat, not every such curve was filed as active; inconclusive = small, poorly fitted or top-dose-only effect, or effect the other way, or a change in a side signal; inactive = no such curve, though single readings can be large or run the other way; the % refers to the signal ratio; also: potency is read from the fitted curve at half-maximal effect; % is scaled to controls: 0 for no effect and ±100 for the full control effect
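Compound titration spanned 92 nM–58 uM against the MBNL1-His/biotin-(CUG)12 complex. After 60 min at room temperature with 5 nM streptavidin-XL665 and 0.055 ng/ul terbium anti-His, ratiometric 665/545 nm emission (Ex 340 nm) normalized to controls.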
AT treatment: potential ataxia-telangiectasia treatment | […] A-T fibroblasts, KAP-1 phosphorylation AlphaLISA; neocarzinostatin DNA damage 30 min before lysis | Potency, µM (titrated, usually from 57.5 µM), for the others: at the highest dose activation, usual class: activators | 320,000 compounds, 0.19% hits | AID 485349; also: potency is read from the fitted curve at half-maximal effect; % of control where 0% means no effect; nearly all actives have a fitted effect of over 45% in size
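ATM-like activity read as KAP-1 phosphorylation via AlphaLISA donor/acceptor antibody pairs after lysis and 6 hr at 25C. Cells were ATM-null patient fibroblasts ([…], hTERT), dosed 60 min, then exposed to the DSB inducer NCS for 30 min.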
KCNH2 3.1 block: KCNH2 3.1 (human) potassium channel inhibition; 340,000 compounds, 0.95% hits; U2OS KCNH2 3.1, thallium flux FluxOr; active compounds read low; activity change, % (tested at about 1.8 µM);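 active = maximum activity change below -70%; inconclusive = maximum activity change from -70% to -50%; inactive = maximum activity change above -50%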;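 also: thallium influx rate constant from kinetic fluorescence after stimulation buffer; % is scaled to controls: 0 for no effect and ±100 for the full control effect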
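Measured as rate of thallium-driven FluxOr signal in transduced U2OS cells carrying the 3.1 channel, read kinetically for 2 min upon stimulation; values are rate constants scaled to DMSO control wells.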
a7 integrin act: activators of alpha7 integrin expression for muscular dystrophy; 350,000 compounds, 0.064% hits; alpha7betagal myoblasts, beta-gal FDG fluorescence, 48 h; AID 624291; Potency, µM (doses to about 38.3 µM), for inactives: top-dose activation, usual class: activators;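 also: potency is read from the fitted curve at half-maximal effect; 100% = response of the positive control SU9516; nearly all actives have a fitted effect of over 60% in size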
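alpha7betagal+/- myoblasts (passage 13, 250/well) treated 48 h at 37C with compounds at 1:260 dilution of DMSO stock. Lysed, then beta-galactosidase activity read as FDG fluorescence (ex 480/em 540) after 30 min, with pre-read for autofluorescence.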
hERG WT inh: KCNH2 (human, wildtype) channel inhibition | Q12809 | U2OS, BacMam KCNH2, thallium flux FluxOr; active compounds read low | activity change, % at 1.84 µM | 340,000 compounds, 0.37% hits | AID 720551;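 active = maximum activity change below -70%; inconclusive = maximum activity change between -70% and -50%; inactive = maximum activity change above -50%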; also: % is scaled to controls: 0 for no effect and ±100 for the full control effect
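U2OS cells were transduced with wild-type KCNH2 virus (2.03 x 10^8 / mL) for 4 h at room temperature, then cultured overnight at 37 C. Thallium flux was read with FluxOr dye. Rate constants were normalized to DMSO controls.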
MLL CXXC-DNA inh: inhibitors of human MLL CXXC domain-DNA interaction; Q03164; 290,000 compounds, 0.037% hits; AID 2662; MLL-CXXC / FITC-HOXA9 DNA fluorescence polarization; Potency, µM (series often up to 115 µM), for the others: top-dose activity change, negative = inhibition, usual class: inhibitors; active = well fitted inhibition curve with a large enough effect in the polarisation, with a control signal flat, not every such curve was filed as active; inconclusive = small, poorly fitted or top-dose-only effect, or effect the other way, or a change in a side signal; inactive = no such curve, though single readings can be large or run the other way; the % refers to the polarisation; also: potency is read from the fitted curve at half-maximal effect
Target sequence (Q03164 whole entry, looked up, the tested form may be a part): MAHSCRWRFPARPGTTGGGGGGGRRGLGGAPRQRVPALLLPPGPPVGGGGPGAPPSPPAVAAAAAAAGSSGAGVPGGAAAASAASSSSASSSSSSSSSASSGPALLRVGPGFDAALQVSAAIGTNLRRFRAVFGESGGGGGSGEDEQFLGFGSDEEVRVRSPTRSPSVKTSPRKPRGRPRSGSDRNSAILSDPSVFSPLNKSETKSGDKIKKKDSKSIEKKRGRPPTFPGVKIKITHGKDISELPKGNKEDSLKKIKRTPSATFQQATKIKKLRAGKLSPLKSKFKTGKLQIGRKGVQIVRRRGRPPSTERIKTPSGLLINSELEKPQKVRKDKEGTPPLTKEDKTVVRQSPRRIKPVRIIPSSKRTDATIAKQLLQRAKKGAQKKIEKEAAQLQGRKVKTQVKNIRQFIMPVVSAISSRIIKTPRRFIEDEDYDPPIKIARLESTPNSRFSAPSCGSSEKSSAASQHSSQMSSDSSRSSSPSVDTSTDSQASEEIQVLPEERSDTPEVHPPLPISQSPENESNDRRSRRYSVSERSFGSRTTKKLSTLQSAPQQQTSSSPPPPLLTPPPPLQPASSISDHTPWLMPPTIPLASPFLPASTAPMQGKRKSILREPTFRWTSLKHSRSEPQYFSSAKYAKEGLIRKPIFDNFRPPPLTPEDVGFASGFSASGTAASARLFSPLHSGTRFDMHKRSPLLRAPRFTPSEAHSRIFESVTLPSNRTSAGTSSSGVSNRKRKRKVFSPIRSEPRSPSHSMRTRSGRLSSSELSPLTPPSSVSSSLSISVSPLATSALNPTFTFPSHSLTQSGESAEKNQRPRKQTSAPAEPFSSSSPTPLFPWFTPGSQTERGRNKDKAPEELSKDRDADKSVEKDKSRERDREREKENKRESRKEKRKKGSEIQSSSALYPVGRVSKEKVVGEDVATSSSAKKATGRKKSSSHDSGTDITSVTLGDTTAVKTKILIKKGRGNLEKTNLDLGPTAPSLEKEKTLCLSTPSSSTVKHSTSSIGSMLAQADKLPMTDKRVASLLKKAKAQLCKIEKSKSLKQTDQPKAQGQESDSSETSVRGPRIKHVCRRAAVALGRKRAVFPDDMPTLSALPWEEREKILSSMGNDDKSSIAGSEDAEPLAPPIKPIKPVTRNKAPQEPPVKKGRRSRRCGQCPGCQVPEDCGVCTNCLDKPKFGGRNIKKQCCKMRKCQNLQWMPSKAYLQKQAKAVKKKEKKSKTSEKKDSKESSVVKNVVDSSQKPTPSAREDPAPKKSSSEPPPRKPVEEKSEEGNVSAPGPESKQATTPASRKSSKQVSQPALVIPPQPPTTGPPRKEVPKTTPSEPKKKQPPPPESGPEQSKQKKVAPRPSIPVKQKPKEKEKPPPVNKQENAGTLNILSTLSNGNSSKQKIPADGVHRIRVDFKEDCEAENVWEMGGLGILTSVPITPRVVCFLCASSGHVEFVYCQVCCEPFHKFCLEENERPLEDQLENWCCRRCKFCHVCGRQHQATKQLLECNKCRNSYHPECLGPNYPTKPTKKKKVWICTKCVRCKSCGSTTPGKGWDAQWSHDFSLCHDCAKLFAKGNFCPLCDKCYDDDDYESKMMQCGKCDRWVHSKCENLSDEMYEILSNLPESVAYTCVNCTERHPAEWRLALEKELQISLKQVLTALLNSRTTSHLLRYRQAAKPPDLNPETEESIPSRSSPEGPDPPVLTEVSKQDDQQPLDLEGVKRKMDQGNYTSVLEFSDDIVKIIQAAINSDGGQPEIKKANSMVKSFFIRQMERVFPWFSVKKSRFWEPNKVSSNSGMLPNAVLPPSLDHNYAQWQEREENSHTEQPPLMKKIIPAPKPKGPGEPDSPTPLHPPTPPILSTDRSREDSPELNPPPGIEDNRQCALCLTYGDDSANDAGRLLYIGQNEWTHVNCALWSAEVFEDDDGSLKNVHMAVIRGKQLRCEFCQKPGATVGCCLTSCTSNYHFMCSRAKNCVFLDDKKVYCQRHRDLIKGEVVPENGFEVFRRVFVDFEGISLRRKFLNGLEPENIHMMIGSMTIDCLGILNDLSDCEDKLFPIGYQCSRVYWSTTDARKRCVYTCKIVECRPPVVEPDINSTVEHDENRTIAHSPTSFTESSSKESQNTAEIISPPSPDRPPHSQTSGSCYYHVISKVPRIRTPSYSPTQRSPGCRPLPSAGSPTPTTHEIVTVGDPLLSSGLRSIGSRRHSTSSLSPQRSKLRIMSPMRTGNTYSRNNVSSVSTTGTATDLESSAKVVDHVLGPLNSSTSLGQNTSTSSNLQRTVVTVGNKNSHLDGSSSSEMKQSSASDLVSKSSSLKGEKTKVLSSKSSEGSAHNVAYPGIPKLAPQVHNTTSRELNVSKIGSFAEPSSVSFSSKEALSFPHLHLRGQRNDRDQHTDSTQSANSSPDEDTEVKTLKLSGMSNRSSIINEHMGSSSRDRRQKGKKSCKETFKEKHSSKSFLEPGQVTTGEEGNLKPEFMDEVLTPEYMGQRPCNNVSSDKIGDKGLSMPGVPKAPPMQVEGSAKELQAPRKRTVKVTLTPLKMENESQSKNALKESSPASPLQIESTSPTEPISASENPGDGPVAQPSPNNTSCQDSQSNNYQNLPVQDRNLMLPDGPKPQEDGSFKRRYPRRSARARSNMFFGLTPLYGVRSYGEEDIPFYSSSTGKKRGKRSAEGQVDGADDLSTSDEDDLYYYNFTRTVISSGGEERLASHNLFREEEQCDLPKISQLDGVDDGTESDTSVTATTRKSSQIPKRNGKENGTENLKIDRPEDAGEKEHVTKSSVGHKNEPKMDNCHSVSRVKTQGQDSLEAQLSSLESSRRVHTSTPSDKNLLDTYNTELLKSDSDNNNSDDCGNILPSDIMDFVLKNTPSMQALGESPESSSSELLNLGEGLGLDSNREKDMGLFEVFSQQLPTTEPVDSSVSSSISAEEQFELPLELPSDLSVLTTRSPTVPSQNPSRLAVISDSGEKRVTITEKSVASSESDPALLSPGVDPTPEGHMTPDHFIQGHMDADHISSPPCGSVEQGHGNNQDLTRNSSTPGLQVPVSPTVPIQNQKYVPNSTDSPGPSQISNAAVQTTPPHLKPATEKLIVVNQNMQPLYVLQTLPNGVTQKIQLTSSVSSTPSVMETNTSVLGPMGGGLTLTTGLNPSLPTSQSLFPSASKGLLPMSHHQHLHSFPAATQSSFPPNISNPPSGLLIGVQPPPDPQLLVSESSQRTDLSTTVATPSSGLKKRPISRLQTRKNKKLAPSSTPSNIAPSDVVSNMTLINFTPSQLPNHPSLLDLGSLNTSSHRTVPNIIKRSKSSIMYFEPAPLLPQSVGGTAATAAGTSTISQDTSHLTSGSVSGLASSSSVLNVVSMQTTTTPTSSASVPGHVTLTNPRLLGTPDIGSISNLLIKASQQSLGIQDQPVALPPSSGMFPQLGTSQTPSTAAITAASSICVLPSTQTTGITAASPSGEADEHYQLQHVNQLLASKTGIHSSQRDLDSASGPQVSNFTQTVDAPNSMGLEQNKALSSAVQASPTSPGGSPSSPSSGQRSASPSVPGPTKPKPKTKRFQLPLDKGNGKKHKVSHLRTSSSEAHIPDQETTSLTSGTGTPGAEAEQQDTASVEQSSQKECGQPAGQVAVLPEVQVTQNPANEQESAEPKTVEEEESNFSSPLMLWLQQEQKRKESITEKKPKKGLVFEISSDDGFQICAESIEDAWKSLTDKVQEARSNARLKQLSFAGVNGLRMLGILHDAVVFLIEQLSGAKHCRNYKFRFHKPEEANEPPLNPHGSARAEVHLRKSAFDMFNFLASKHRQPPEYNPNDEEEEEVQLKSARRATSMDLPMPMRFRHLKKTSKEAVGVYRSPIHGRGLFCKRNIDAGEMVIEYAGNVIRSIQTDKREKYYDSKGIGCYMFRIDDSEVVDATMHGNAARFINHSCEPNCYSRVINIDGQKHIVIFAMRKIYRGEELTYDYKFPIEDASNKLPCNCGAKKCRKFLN
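Fluorescence polarization: 7 uM MLL-CXXC (stock) preincubated 5 min with compounds, then 50 nM fluorescein-HOX-A9 DNA (stock) added; 30 min ambient. Buffer 50 mM Tris-HCl pH 7.5, 50 mM NaCl, 1 mM DTT, 0.05% BSA.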
* = called active by the depositor; ? = inconclusive; . = no result given; & = joins results of further samples; [ ] = dose if it differs, or a comment. Unless noted, calls follow the shape of the dose curve; as a rule, active = well fitted curve in the direction sought with a large enough effect; inconclusive = small, poorly fitted or top-dose-only effect, or another doubt; inactive = no such curve, though single readings can be large; an effect the other way counts as inactive or inconclusive.

SMILES	GALK inh	Coupling enz	ASM inhibitor	TRPV1 agonist	MBNL1 CUG block	AT treatment	KCNH2 3.1 block	a7 integrin act	hERG WT inh	MLL CXXC-DNA inh
Cc1noc(C)c1CS(=O)(=O)c1ccc([N+](=O)[O-])cc1	1%	2	1%	-1	?	7%	-2	-33%	6	-11%
O=C(Nc1ccon1)c1ccc(S(=O)(=O)N2CCCCCC2)cc1	0%	1	-3%	?	2%	4%	-9	1%	2	-1%
CCSc1ccccc1C(=O)n1nnc2ccccc21	3%	-3	-1%	6	20%	.	2	-24%	-2	2%
NC(=O)CC(NC(=O)c1ccccc1)C(=O)O (configuration not stated)	.	.	1%	.	.	.	1	-10%	0	.
Cc1cccc(C)c1NC(=O)c1sccc1SCc1cccc(C(F)(F)F)c1	-2%	-3	-4%	15	-8%	8%	12	-46%[inhibitor]	-29	-1%
COc1ccc(C2C(C(=O)c3cccs3)=C(O)C(=O)N2CCN2CCOCC2)c(OC)c1 (configuration not stated)	-2%	-1	2%	2	7%	-2%	27	-7%	2	0%
CCOC(=O)C(NC(=O)c1ccc(OC)cc1)(Nc1cc(C)on1)C(F)(F)F (configuration not stated)	2%	0	3%	-4	-5%	-4%	0	0%	-2	-1%
Cc1cc2cc(CCNS(C)(=O)=O)c(=O)[nH]c2cc1C	-2%	-1	-3%	-1	7%	1%	-4	-5%	1	-5%
Cc1cc(N/C=C\C(=O)c2ccc(Cl)c(Cl)c2)no1	-1%	3	10%	6	-2%	1%	-11	-26%	3	13%
O=C(O)/C(=C\c1cccc(OCc2ccccc2)c1)c1ccc(F)cc1	0%	3	0%	4	-4%	3%	-4	0%	0	17%
COc1cccc(CN(C)C(=O)c2ccc(OCC(=O)Nc3cccc(C(F)(F)F)c3)c(OC)c2)c1	.	.	-7%	-2	.	-8%	-5	-19%	-5	.
CCOC(=O)C1CCN(C2CC(=O)N(c3ccc(OCC)cc3)C2=O)CC1 (configuration not stated)	1%	5	0%	-1	?	0%	2	5%	8	2%
CCCCC(=O)NC(Nc1nc(C2CC2)cs1)(C(=O)OCC)C(F)(F)F (configuration not stated)	-2%	1	2%	12	-15%	-15%	-10	10%	12	10%
N#CCn1nnc(-c2ccc3c(c2)OCO3)n1	1%	1	2%	1	-12%	-2%	-10	7%	4	-4%
Cc1ccc(S(=O)(=O)c2cc(OC(=O)c3ccco3)ccc2OC(=O)c2ccco2)cc1	1%	0	-1%	3	.	5%	10	14%	1	148%[activator]
CN(Cc1ccccc1)S(=O)(=O)c1ccc2c(c1)n(C)c(=O)c(=O)n2C	0%	3	-1%	-2	-7%	49%	0	?	-14	7%
NS(=O)(=O)c1ccc(CNC(=O)CCS(=O)(=O)Cc2ccccc2)cc1	3%	0	1%	-5	-4%	-1%	-6	21%	7	0%
CN(C)S(=O)(=O)N1CCN(c2ccc([N+](=O)[O-])c(NC3CC3)c2)CC1	-1%	-3	-18%	2	?	-8%	1	0%	3	1%
COc1ccccc1CNC(=O)COc1ccccc1C	0%	0	4%	19	7%	-7%	-3	0%	-3	-13%
COc1ccc(-c2ocnc2C(=O)NCc2nn(-c3ccccc3)nc2C)cc1	.	3	-14%	6	-6%	-2%	-7	0%	-2	-3%
COc1ccc(-n2nc([N+](=O)[O-])c(=NCCc3ccc(Cl)cc3)n2O)cc1	.	0	-9%	-1	?	-7%	-5	31%	-3	-5%
O=S(=O)(c1ccc(Cl)cc1)N1CCN(S(=O)(=O)N2CCCCCC2)CC1	7%	1	4%	-4	-3%	27%	-4	?	3	0%
NC(=O)N/N=C/c1ccc(N2CCOCC2)s1	0%	-3	22%	-1	.	-8%	5	8%	-8	?
O=C(CSc1ccc(C(F)(F)F)cc1[N+](=O)[O-])Nc1ccccc1	-1%	2	-3%	?	-11%	-4%	-4	2%	-1	4%
COc1ccc(NC(=O)Cn2cc(C#N)c3ccccc32)cc1	1%	0	0%	-1	-8%	4%	-6	-12%	8	11%
Continuation.
SMILES	GALK inh	Coupling enz	ASM inhibitor	TRPV1 agonist	MBNL1 CUG block	AT treatment	KCNH2 3.1 block	a7 integrin act	hERG WT inh	MLL CXXC-DNA inh
Cc1ccc([N+](=O)[O-])cc1S(=O)(=O)Nc1cccc(S(=O)(=O)Nc2ccccc2C(=O)O)c1	.	.	-10%	.	.	4%	-9	19%	6	.
O=C(Cn1cnc2c(nnn2-c2ccc(F)cc2)c1=O)NCc1ccco1	0%	4	-1%	3	-7%	-6%	-17	-20%	27	-1%
COc1ccc(/C=N/NC(=O)C2COc3ccccc3O2)cc1OC (configuration not stated)	4%	3	2%	-1	-5%	-2%	6	33%	10	-14%
N[C@@H](CO)c1nnc([C@H](Cc2ccc(O)cc2)NC(=O)C2CCNCC2)o1	-1%	2	4%	0	-1%	2%	-4	27%	-4	-11%
O=C(O)C[C@H]1c2ccc(C(F)(F)F)cc2S(=O)(=O)N1Cc1ccccc1	.	.	3%	.	.	.	17	27%	-8	.
COc1ccc(NC(=O)CN(C)C(=O)CNC(=O)c2ccc(C)s2)cc1	.	.	-1%	6	.	-8%	1	-8%	-7	.
O=C(COC(=O)CNC(=O)c1cccs1)Nc1ccccc1C(F)(F)F	-6%	4	2%	-2	.	-2%	-12	0%	-8	0%
CCOc1cc(C=O)c(Br)cc1OC1CCCC1	.	4	-1%	?	-2%	9%	7	14%	-10	6%
COC(=O)c1ccc(OCC(O)CN2C(=O)c3ccccc3S2(=O)=O)cc1 (configuration not stated)	-1%	0	-2%	0	-12%	-13%	3	2%	9	9%
Cc1ccc(C2(C)NC(=O)N(CC(=O)N(C)CC(=O)Nc3cccc4ccccc34)C2=O)cc1 (configuration not stated)	.	.	0%	-3	.	-2%	10	-36%	-7	.
O=C(NCCc1c[nH]c2ccccc12)c1cc(S(=O)(=O)N2CCCCC2)ccc1N1CCOCC1	0%	0	-5%	16	-3%	0%	1	17%	10	-8%
COc1ccc(CCN(C)c2ccc(S(=O)(=O)N3CCCC3)cc2[N+](=O)[O-])cc1OC	-2%	-2	-4%	10	?	6%	-21	-26%	1	-2%
COc1ccccc1CNC(=O)Cc1ccc(OC)c(OC)c1	6%	0	0%	?	2%	5%	-2	25%	1	-5%
CCOc1ccc(OCC(=O)OCn2c(SC)nnc(C)c2=O)cc1	-2%	4	1%	-6	-2%	0%	-1	-3%	0	5%
COc1ccc(N2CCN(C(=O)CCNC(=O)c3ccccc3)CC2)cc1	3%	2	-7%	5	-4%	0%	-6	11%	-10	28%
CC(C)(C)C(=O)N1CCC(O)(CS(=O)(=O)Cc2ccccc2)CC1	6%	1	2%	4	-4%	1%	6	1%	-6	1%
CCOc1ncccc1C(=O)OCc1ccccc1	-1%	4	-1%	-5	-35%	3%	.	36%	21	3%
O=C(CN1CCN(Cc2ccccc2Cl)CC1)N=Nc1c(O)[nH]c2ccccc12	0%	2	-3%	-1	?	-1%	-7	-16%	-3	8%
O=C(N/N=C\c1cccnc1)c1cc(-c2ccccc2)nc2c(Cl)cccc12	-5%	.	-18%	8	10%	21%	-9	0%	18	2%
CCOc1cc(C(=O)Nc2cnccn2)cc(OCC)c1OCC	4%	1	-2%	7	-1%	20%	-23	-5%	-2	-2%
Cc1cc(CNC(=O)[C@H](C)[C@@H]2C[C@@]2(C)[C@@H](NC(=O)OCc2ccccc2)c2ccccc2)nn1C	.	1&3	1%	17	-5%	26%	.	0%	.	7%
Cc1nn2c(NC(C)C)c3c(nc2c1-c1ccccc1)CCC3	2%	2	-4%	22	-6%	7%	-6	-10%	4	-6%
CCOC(=O)c1c(NC(=O)c2ccc(Br)o2)sc(C)c1CC	-3%	-1	17%	11	0%	19%	19	0%	-3	-6%
CS(=O)(=O)N1CCc2cc(-c3csc(NC(=O)C(c4ccccc4)c4ccccc4)n3)ccc21	1%	-4	-6%	0	15%	1%	-34	?	3	11%
N#Cc1c(Cl)cccc1Oc1ccc(S(=O)(=O)Nc2ccccc2)cc1	.	3	-5%	0	-1%	-3%	-14	9%	2	0%
Cc1ccc2[nH]c(-c3ccccc3)c(CN3CCN(C)CC3)c(=O)c2c1	-2%	-3	-2%	-3	-5%	.	6	14%	21	-6%

Full records from above. Order of values: GALK inh | Coupling enz | ASM inhibitor | TRPV1 agonist | MBNL1 CUG block | AT treatment | KCNH2 3.1 block | a7 integrin act | hERG WT inh | MLL CXXC-DNA inh
`COC(=O)c1ccc(OCC(O)CN2C(=O)c3ccccc3S2(=O)=O)cc1` (configuration not stated) across the screens: -1% | 0 | -2% | 0 | -12% | -13% | 3 | 2% | 9 | 9%
`Cc1ccc([N+](=O)[O-])cc1S(=O)(=O)Nc1cccc(S(=O)(=O)Nc2ccccc2C(=O)O)c1` across the screens: . | . | -10% | . | . | 4% | -9 | 19% | 6 | .
